High-throughput results as filed in PubChem.
NPY-Y1 antag = NPY-Y1 receptor antagonists, primary screen, cell-based | 1% of 200,000 active | HEK293-CNG Y1 cells, membrane potential fluorescence; NPY at EC95, then isoproterenol | inhibition, % at 3.6 µM | AID 1040, 2008;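 active means inhibition above the campaign mean inhibition of all tested compounds plus 3 SD, cut at about 20% in these data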;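 further: 0% = DMSO wells given NPY plus isoproterenol and 100% = isoproterenol alone without NPY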
Target sequence (P25929 whole entry, looked up): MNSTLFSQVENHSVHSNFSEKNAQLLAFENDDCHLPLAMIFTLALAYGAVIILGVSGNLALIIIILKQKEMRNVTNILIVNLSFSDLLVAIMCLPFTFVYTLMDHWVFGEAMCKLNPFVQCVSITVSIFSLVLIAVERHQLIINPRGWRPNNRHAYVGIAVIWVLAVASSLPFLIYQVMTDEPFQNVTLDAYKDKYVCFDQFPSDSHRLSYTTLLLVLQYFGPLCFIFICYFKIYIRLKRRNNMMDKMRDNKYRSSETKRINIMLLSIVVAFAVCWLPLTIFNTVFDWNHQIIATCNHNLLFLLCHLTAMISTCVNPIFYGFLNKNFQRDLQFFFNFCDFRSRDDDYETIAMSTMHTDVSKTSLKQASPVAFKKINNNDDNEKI
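Material: HEK293 Y1/CNG channel cell line | Also added: NPY (25 nM), isoproterenol (1 µM), Ro 20-1724 (25 µM) | Compound: One concentration, 3.6 µM, in 0.4% DMSO | Schedule: 3 h dye uptake, 1 h room-temperature compound, 45 min post-isoproterenol | Signal: Membrane-potential fluorescent dye readout | Read-out: % inhibition of NPY effect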
NPY2 pot ag = NPY-Y2 potentiators or agonists, primary screen, cell-based. cells expressing NPY-Y2, potentiator/agonist read-out. activation, % at 3.6 µM. Neuropeptide Y receptor type 2 (Homo sapiens), P49146. 0.45% of 220,000 active; in the data active means activation above about 27%;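 further: cells stimulated with NPY near EC25 plus isoproterenol at EC100; 0% = vehicle plus submaximal agonist and 100% = vehicle plus saturating agonist; some results beyond the cut were filed as inactive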
Target sequence (P49146 whole entry, looked up): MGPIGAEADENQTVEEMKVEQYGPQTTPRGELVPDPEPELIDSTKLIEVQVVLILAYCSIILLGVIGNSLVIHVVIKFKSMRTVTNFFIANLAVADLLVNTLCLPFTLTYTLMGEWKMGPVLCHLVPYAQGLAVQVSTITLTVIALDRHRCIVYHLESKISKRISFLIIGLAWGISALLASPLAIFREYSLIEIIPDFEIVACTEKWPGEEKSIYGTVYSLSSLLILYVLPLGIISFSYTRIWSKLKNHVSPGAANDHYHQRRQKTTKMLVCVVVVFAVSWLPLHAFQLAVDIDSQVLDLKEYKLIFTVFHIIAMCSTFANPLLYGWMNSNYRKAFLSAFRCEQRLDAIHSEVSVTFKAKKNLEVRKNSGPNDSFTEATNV
NPY-Y1 PAM-ag = NPY-Y1 receptor potentiators or agonists, primary screen, cell-based; NPY-Y1 expressing cells, potentiator/agonist activation; activation, % at 3.6 µM; 0.37% of 220,000 active; in the data active means activation above about 33%, passing the limit was not always enough;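 further: cells stimulated with NPY at EC10 then isoproterenol at EC100; 0% = low agonist plus stimulus and 100% = saturating agonist plus stimulus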
TRPML3 agonist = human TRPML3 channel agonists, primary screen, cell-based, HEK293 TRPML3-YFP, Fluo-8 calcium fluorescence, 3 µM; activation, % at 3 µM; 0.29% of 220,000 active; AID 1448, 2008; Mucolipin-3 (Homo sapiens), Q8TDD5; 100% = the carbachol control signal;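 active means activation above its plate's cutoff, the mean activation of the plate's test wells plus 3 SD, cut at about 12% in these data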;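 further: 0% = DMSO only wells and 100% = carbachol wells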
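Test system – HEK293 line with stable expression of human TRPML3-YFP channel · Control set – carbachol 87 µM final as high control (100%), DMSO as low control (0%) · Signal – Fluo-8 calcium dye fluorescence, ex 470-495, em 515-575 nm · Incubation – 1-h 37 °C dye load, 5-s basal, 120-s post-compound reads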
zfTRPN1 agonist = zebrafish TRPN1 channel agonists, primary screen, cell-based, HEK293, calcium fluorescence | transient receptor potential cation channel N1 (TRPN1/NompC), Danio rerio | 0.18% of 220,000 active | HEK293 zebrafish TRPN1-YFP, Fluo-8 calcium fluorescence; 100% = response to 87 µM carbachol | activation, % at 3 µM;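 active means activation above its plate's cutoff, the mean activation of test wells on that plate plus 3 SD, cut at about 19% in these data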;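 further: 0% = DMSO alone and 100% = 87 µM carbachol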
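Material – zebrafish TRPN1-YFP in HEK293 cells · Doses – 3 µM single point · Schedule – dye 1 h 37 °C plus 30 min RT · Signal – Fluo-8 calcium fluorescence, excitation 470-495 nm, emission 515-575 nm · Read-out – % activation versus carbachol response · Control set – carbachol high, DMSO low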
CHOP inh = inhibitors of CHOP promoter induction, primary screen, cell-based, unfolded protein response, luciferase reporter; 3.8% of 220,000 active; inhibition, % at 10 µM; CHO-K1 CHOP-promoter luciferase, tunicamycin-induced, 15-18 h;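 active means compounds that reduced the stress-induced luciferase reporter signal by more than about 70% of percent inhibition, limit read from the data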;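 further: 0% = tunicamycin plus vehicle and 100% = wells without tunicamycin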
S1P4 antag = S1P4 receptor antagonists, primary screen, cell-based. Sphingosine 1-phosphate receptor 4 (Homo sapiens), O95977. S1P4-expressing cells, antagonist mode, reporter read-out. inhibition, % at 4.98 µM. 0.26% of 220,000 active; in the data active means inhibition above about 29%;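 further: 0% = wells stimulated with agonist and 100% = vehicle wells without agonist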
S1P4 ag = S1P4 receptor agonists, primary screen, cell-based. S1P4-expressing cell line, agonist reporter assay. AID 1509, 2009. Sphingosine 1-phosphate receptor 4 (Homo sapiens), O95977. activation, % at 4.98 µM. 0.35% of 220,000 active; in the data active means activation above about 11%;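 further: 0% = DMSO vehicle and 100% = reference agonist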
EP2 mod = EP2 receptor modulators, cAMP readout, primary screen, cell-based, HTRF cAMP, PGE2 stimulation; induction, % at 25 µM; EP2-expressing cells, cAMP HTRF FRET, PGE2 co-stimulation; 0.83% of 260,000 active; Prostaglandin E2 receptor EP2 subtype (Homo sapiens), P43116;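 active means compounds whose cAMP rise, as percent of the full-agonist control response, exceeds 60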;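 further: rat C6 glioma line stably carrying human EP2 under a CMV promoter; the protocol text gives 20 µM as final concentration; 100% = response of wells given 1 µM PGE2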
An asterisk follows results filed as active; . = no result given; & = joins results of further samples.

SMILES | NPY-Y1 antag | NPY2 pot ag | NPY-Y1 PAM-ag | TRPML3 agonist | zfTRPN1 agonist | CHOP inh | S1P4 antag | S1P4 ag | EP2 mod
CCCCN(C)S(=O)(=O)c1ccc(C(=O)N=c2sc3cc(NC(C)=O)ccc3n2C)cc1 | 3 | 4 | 3 | -0.2 | 0.8 | -20 | -21 | -0.2 | -14
N#Cc1sc2nc(-c3cccs3)cc(-c3ccc(Cl)cc3)c2c1N | 4 | -4 | 7 | 0.2 | -0.9 | -16 | -4 | 1.4 | 3
CNC(=O)CSc1nnc(COc2ccc(Cl)cc2)n1CCOC | 4 | 4 | -12 | -0.3 | 1.1 | 6 | 3 | -0.1 | 14
COc1ccc(C(=O)N/C(=C/c2cccnc2)C(=O)N2CCOCC2)cc1OC | . | 4 | 3 | 0.5 | 0.6 | -4 | -5 | 0.7 | -17
Cc1ccc2nc(-c3ccccc3)cc(C(=O)NCC3CCCO3)c2c1 (stereo not given) | . | -23 | -26 | 1.0 | 1.3 | 3 | 1 | -0.8 | -14
Cn1nc(C(F)(F)F)c(C(=O)Nc2ccc(F)cc2F)c1Oc1cccc(Cl)c1 | 8 | -18 | -11 | -1.5 | -2.0 | 41 | 19 | 1.4 | 38
Cc1ccsc1C1Nc2ccc3ncccc3c2C2=C1C(=O)CCC2 (stereo not given) | 0 | 12 | 18 | -1.0 | -0.8 | 1 | 9 | 1.0 | -2
O=C(NCc1cccs1)C1CCN(S(=O)(=O)N2CCCC2)CC1 | -2 | -14 | 7 | -0.1 | 1.4 | 14 | -16 | 1.6 | 5
CCNC(=O)CC1C(=O)N(c2ccccc2)C(=O)N1Cc1ccc(OC)cc1 (stereo not given) | -2 | 2 | -2 | 0.1 | 0.7 | 24 | -23 | -0.9 | 1
O=C(CSc1ccc(-c2ccccc2)nn1)N1CCOCC1 | -4 | 4 | 7 | 0.7 | 1.1 | 12 | 0 | -1.3 | -3
CCOC(=O)C(CCCP(=O)(c1ccccc1)c1ccccc1)(NC(C)=O)C(=O)OCC | . | -16 | 3 | -0.5 | -2.3 | -7 | 11 | -1.2 | 14
O=C(Cn1nc(-c2ccccc2)c2ccccc2c1=O)Nc1ccc(F)cc1 | . | -17 | -12 | 1.5 | 1.9 | 33 | 3 | -0.1 | -6

Next section (2 carried over from the part before).
SMILES | NPY-Y1 antag | NPY2 pot ag | NPY-Y1 PAM-ag | TRPML3 agonist | zfTRPN1 agonist | CHOP inh | S1P4 antag | S1P4 ag | EP2 mod
CCOC(=O)C(CCCP(=O)(c1ccccc1)c1ccccc1)(NC(C)=O)C(=O)OCC | . | -16 | 3 | -0.5 | -2.3 | -7 | 11 | -1.2 | 14
O=C(Cn1nc(-c2ccccc2)c2ccccc2c1=O)Nc1ccc(F)cc1 | . | -17 | -12 | 1.5 | 1.9 | 33 | 3 | -0.1 | -6
N#CCSc1nc2c(c(=O)n1Cc1ccco1)C1(CCCC1)Cc1ccccc1-2 | -3 | 9 | 21 | 1.1 | -0.3 | . | -4 | 2.0 | .
c1csc(Cc2nc(-c3ccc(-n4cccc4)cc3)no2)c1 | 6 | -20 | -15 | -0.6 | 0.7 | . | -9 | 1.2 | .
COC(=O)c1cccnc1NC(=S)NC1CCCCC1 | -4 | -6 | -5 | 0.5 | 0.4 | 7 | -18 | 2.0 | -5
Cc1ccc(N(C(=O)Cn2nnc3ccccc32)C(C(=O)NCc2ccccc2)c2ccccn2)cc1 (stereo not given) | 2 | 9 | -7 | 0.3 | -0.7 | -8 | -13 | 0.4 | 6
Cc1cc(C(=O)COC(=O)c2ccc[nH]c2=O)c(C)n1C1CC1 | -6 | -1 | -12 | 0.5 | -0.5 | 3 | 4 | 0.8 | 35
COc1ccc(NC(=O)Nc2ccc(Cc3ccncc3)cc2)cc1OC | 5 | 15 | -11 | 1.8 | 5.2 | 24 | -14 | 0.3 | -6
CC(NC(=O)C(c1ccccc1)c1ccccc1)C(=O)O (stereo not given) | 0 | -8 | 5 | 0.8 | 1.6 | -10 | -8 | -0.9 | 11
CCc1c(-c2ccccc2)[n+](=O)c2c(n1[O-])CCC2 | . | 19 | 12 | 1.2 | 1.8 | -4 | -7 | 1.5 | 14
CCc1ccc(C2CC(=O)Nc3c2c(=O)nc2c(C)cccn32)cc1 (stereo not given) | 6 | -13 | 19 | 0.8 | 0.9 | -1 | 11 | 0.3 | 19
CCC1CCCN1Cn1cnc2c([nH]c3ccc(C)cc32)c1=O (stereo not given) | 9 | 0 | -30 | 1.3 | 1.1 | 23 | -1 | 4.0 | -9
O=C(Cn1c2ccccc2c(=O)c2ccccc21)N/N=C/c1cc([N+](=O)[O-])ccc1N1CCCCC1 | -1 | -3 | -10 | -0.6 | 2.1 | 62 | -31 | 1.3 | -4
COCCSc1nnc(NC(=O)c2ccc(NC(=O)C(C)C)cc2)s1 | -4 | 8 | -18 | 1.0 | 1.2 | 0 | -3 | -1.2 | -11&-14
N#Cc1c(-c2ccco2)cc(-c2ccccc2)[nH]c1=O | . | -21 | 15 | 0.8 | 0.9 | 2 | 12 | -0.5 | -2
CCCCC(c1nnnn1CC1CCCO1)N1CCN(c2cc(Cl)ccc2C)CC1 (stereo not given) | 14 | -3 | -12 | -1.6 | -1.7 | 43 | 1 | -1.4 | 12
COc1cccc(-c2nc(N3CCN(C)CC3)c3ccccc3n2)c1O | . | -7 | 29 | 1.3 | 2.0 | -23 | -34 | -0.8 | -35
CCn1c(COc2cc(C)cc(C)c2)nnc1SCC(=O)N1CCN(c2ccccc2)CC1 | 6 | -3 | 0 | 0.1 | 0.0 | 30 | -12 | 0.5 | 20
C=CCNC(=O)CN1C(=O)C2C3c4ccccc4C(c4ccccc43)C2C1=O (stereo not given) | 0 | 3 | 7 | -0.1 | -2.0 | 20 | -1 | -1.6 | 16
NNC(=O)C1CC1(c1ccccc1)c1ccccc1 (stereo not given) | . | -33 | -3 | -0.8 | -2.6 | -10 | 1 | -4.2 | -6
CC(/C=C/c1ccccc1)=N\NC(=S)NC(C)C | 8 | -11 | -10 | -0.2 | -1.5 | -18 | -15 | 1.2 | -39
Nc1c(C(=O)Nc2ccc(F)cc2)nnn1-c1cccc(C(F)(F)F)c1 | 3 | -4 | 12 | 1.3 | 3.0 | 6 | -6 | -0.5 | -20
O=C(CSc1nnc(COc2ccccc2)o1)N1CCN(c2ccccc2)CC1 | 4 | 0 | -2 | 0.1 | 0.9 | -25 | 7 | -1.6 | 28
Cn1c(SCC(=O)NC2CC2)nnc1-c1cccc(NC(=O)c2ccccc2F)c1 | -5 | 9 | -9 | -0.5 | 0.1 | 13 | -4 | 1.5 | 21
CCOc1ccc(OCCSc2nc(C)cc(=O)[nH]2)cc1 | -1 | -4 | -11 | -0.6 | 0.0 | 9 | -13 | 1.4 | -8
Cc1nnc2ccc(-c3ccc(NC(=O)c4cccnc4Cl)cc3)nn12 | -4 | 9 | 17 | 0.9 | -0.4 | -18 | 7 | 0.5 | 2
O=c1cc(CSc2nc(NCc3ccccc3)c3ccccc3n2)nc2ccc(Cl)cn12 | 5 | -16 | 3 | 0.7 | 0.7 | -1 | -18 | 28* | 16
CC1=NOC(=O)/C1=C\c1ccc(-c2cc(Cl)ccc2Cl)o1 | 4 | 8 | -3 | 0.4 | 0.7 | 114* | 4 | -2.1 | -15
CC(C)CNC(=S)NC1CC2CCC(C1)N2Cc1ccccc1 (stereo not given) | 8 | -26 | -15 | 0.7 | 2.5 | -17 | -2 | -0.8 | -5
O=C(C1=C[C@H](c2ccc(Br)cc2)C[C@H](OCCCCO)O1)N1CCN(Cc2ccc3c(c2)OCO3)CC1 | -1 | -5 | 1 | 0.2 | -1.9 | 12 | -6 | -2.4 | -7
Cc1cccc2cc(C(c3nnnn3Cc3ccccc3)N3CCN(C)CC3)c(=O)[nH]c12 (stereo not given) | 3 | 3 | 19 | -0.1 | 0.4 | -8 | -6 | -1.5 | -11
O=S(=O)(Nc1nc2ccccc2nc1N1CCN(c2ccccc2)CC1)c1ccc(F)cc1 | -3 | 11 | 10 | 1.8 | 3.0 | 49 | 7 | 0.0 | -4
Cc1ccc(NC(=O)c2ccc(NCCCN3CCC(C)CC3)c([N+](=O)[O-])c2)cc1F | -1 | 16 | 14 | -1.0 | 0.4 | 59 | 2 | -0.5 | -3
CCc1cccc(CC)c1-n1c(SCC(=O)c2c(N)n(C)c(=O)n(C)c2=O)nnc1-c1cccnc1 | 6 | 7 | 5 | 0.7 | 0.7 | 15 | -15 | 1.7 | 12
CSC1=C(C#N)C(c2ccc(C)cc2)C2=C(CCCC2=O)N1 (stereo not given) | 6 | 21 | 20 | 1.8 | 0.6 | 4 | -15 | -1.6 | -4
O=C(Oc1ccccc1C(=S)N1CCCCC1)c1cc([N+](=O)[O-])cc([N+](=O)[O-])c1 | -2 | -19 | 5 | 1.1 | -1.2 | 4 | 6 | 5.7 | 46
Cc1ccc(NC(=O)CC2S/C(=N/c3nccs3)N(C)C2=O)cc1C (stereo not given) | -3 | 5 | 21 | 0.0 | 0.9 | 27 | -16 | -0.5 | -20
CCCC[C@@H]1C[C@H]1[C@@H](NC(=O)c1cccs1)c1ccc(Cl)cc1 | 2 | 1 | -46 | 1.9 | 1.9 | 40 | 9 | 0.8 | -30
COc1ccc(C2C(C#N)=C(N)OC3=C2C(=O)CCC3)c(OC)c1OC (stereo not given) | 5 | 5 | 26 | 0.3 | 0.1 | 8 | 4 | -0.2 | 13
CC(=O)N1CCN(c2ccc(NC(=S)NC(=O)COc3ccc(C(C)(C)C)cc3)cc2)CC1 | -1 | -5 | 8 | 2.3 | 4.2 | 76* | -2 | 0.5 | -15
O=C(Nc1c(Cl)ccc2nsnc12)c1cccnc1 | 1 | -3 | 7 | 0.1 | -0.2 | -19 | -3 | -2.3 | 11
COc1ccccc1S(=O)(=O)Cc1ccc(C(=O)N2CCN(c3ccccn3)CC2)o1 | -3 | -4 | 6 | 0.8 | 2.7 | 1 | -4 | -0.8 | -17
CN(Cc1cccs1)C(=O)Cc1c[nH]c2ccccc12 | 8 | 8 | 14 | -0.8 | -2.5 | -10 | -4 | -0.3 | 6
CCc1nnc(NC(=O)CSc2nnc(-c3ccc(OC)cc3)n2C)s1 | -1 | 21 | -28 | 0.3 | -0.6 | 1 | -1 | 0.7 | 12&-4
O=C(CSC1=Nc2ccccc2C2CC=NN12)Nc1ccc2c(c1)OCO2 (stereo not given) | 7 | -27 | -11 | -0.7 | -0.6 | -73 | -7 | -1.1 | -55
